MITF act: activators of MITF-driven TRPM1 promoter reporter, primary screen, cell-based, SK-MEL-5, luciferase, single point; SK-MEL-5 TRPM1-promoter luciferase, 24 h; % of positive control, neutral wells = 0; activation, % at 12.5 µM; 0.75% of 300,000 active; AID 588334, 2011;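 active means mean activation of at least 80% with every replicate also reaching 80%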;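 further: 0% = neutral control wells and 100% = parthenolide positive control wells; values of inactives mirror those of a sister screen read the other way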
Pemphigus Ab inh: inhibitors of pemphigus antibody binding to DSG3, primary screen, biochemical, bead-based, flow cytometry, scFv-GFP. AID 588358, 2011. Desmoglein-3 (Homo sapiens), P32926. 0.48% of 310,000 active. DSG3-coupled beads, scFv-anti-DSG3-GFP binding; hits give low values. binding (percent of control), % at 10 µM;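 active means binding more than 3 SD below its plate's average and above zero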;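 further: hits lower antibody fragment binding to DSG3; some compounds called inactive have numbers as strong as hits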
Target sequence (P32926 whole entry, looked up, the tested form may be a part): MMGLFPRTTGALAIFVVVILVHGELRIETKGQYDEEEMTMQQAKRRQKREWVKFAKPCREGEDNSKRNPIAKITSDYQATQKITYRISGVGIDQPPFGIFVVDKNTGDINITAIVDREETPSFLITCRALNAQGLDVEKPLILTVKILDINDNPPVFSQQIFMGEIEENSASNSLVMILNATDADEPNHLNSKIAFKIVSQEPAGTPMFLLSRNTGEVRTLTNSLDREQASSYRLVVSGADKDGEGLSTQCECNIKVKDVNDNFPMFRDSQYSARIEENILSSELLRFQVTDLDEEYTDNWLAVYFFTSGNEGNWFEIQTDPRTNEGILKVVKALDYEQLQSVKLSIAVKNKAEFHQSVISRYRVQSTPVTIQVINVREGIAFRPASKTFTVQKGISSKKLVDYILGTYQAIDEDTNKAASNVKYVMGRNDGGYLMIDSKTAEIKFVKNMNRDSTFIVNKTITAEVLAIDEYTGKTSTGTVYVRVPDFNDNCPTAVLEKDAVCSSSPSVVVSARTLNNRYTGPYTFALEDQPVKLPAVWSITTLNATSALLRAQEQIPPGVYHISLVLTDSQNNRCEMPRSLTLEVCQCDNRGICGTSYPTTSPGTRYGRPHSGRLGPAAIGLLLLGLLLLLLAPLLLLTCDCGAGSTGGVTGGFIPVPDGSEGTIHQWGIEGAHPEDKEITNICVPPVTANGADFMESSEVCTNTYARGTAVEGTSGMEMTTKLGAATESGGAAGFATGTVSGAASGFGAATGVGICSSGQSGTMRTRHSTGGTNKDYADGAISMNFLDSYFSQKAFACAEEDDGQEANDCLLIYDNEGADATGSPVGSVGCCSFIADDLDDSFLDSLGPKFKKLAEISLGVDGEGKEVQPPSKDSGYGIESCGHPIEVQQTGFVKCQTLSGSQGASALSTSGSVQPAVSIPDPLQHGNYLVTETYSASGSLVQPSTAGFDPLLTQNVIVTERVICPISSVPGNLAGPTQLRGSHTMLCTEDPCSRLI
Arrestin-AP2 inh: inhibitors of beta-arrestin/AP2 binding, primary screen, biochemical, GPCR trafficking, flow cytometry; FITC-arrestin peptide / GST-AP2 beads; AP2 beta2 appendage carries R879A mutation; inhibition, % at 10 µM; beta-arrestin 1 C-terminal peptide binding to AP2 beta2-adaptin appendage (human); 0.31% of 340,000 active;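 active means inhibition above a set limit, near 3 SD of compounds lacking own fluorescence, cut at about 54% in these data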;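 further: plate controls were DMSO wells for no effect and 5 µM unlabelled arrestin peptide for full effect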
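system = GST-tagged AP2 beta2-adaptin appendage (R879A) on 4 µm glutathione beads | reagent = FITC-labelled arrestin peptide probe, 50 nM final | schedule = compound with beads 12 min RT, then probe 1 h RT | signal = HyperCyt-sampled flow cytometry, FL1 channel, ex 488/em 535 nm | read-out = percent response from loss of bead-bound FITC fluorescence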
SR-BI DiI-HDL act: activators of SR-BI mediated DiI-HDL uptake, primary screen, ldlA[mSR-BI] CHO cells, DiI fluorescence; 0.096% of 320,000 active; 3 h; 100 = double the neutral-control signal; AID 504775, 2011; activation, % at 12.5 µM;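 active means mean replicate activation of at least 60% and every replicate at or above 60%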;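 further: 0% = median plate neutral-control signal and 100% = twice that signal; values of inactives mirror those of a sister screen read the other way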
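Test system: SR-BI-overexpressing, LDLR-lacking CHO cells. Measured by: DiI fluorescence, bottom read. Medium: Ham's F12 with 0.5% BSA, HEPES 25 mM, pH 7.4. Timing: 3 h uptake period with compound, 37 °C.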
NSD2 inh: NSD2 histone methyltransferase inhibitors, primary screen, biochemical, AlphaScreen, single concentration, set 2. NSD2 peptide methylation, 120 min. inhibition, % at 12.5 µM. 0.54% of 310,000 active. AID 743445, 2014; in the data active means inhibition above about 50%
CDK5 inh: inhibitors of human CDK5/p35 kinase, primary screen, biochemical, single concentration; AID 488839, 2010; 0.01% of 330,000 active; Cyclin-dependent kinase 5 (Homo sapiens) + Cyclin-dependent kinase 5 activator 1 (Homo …; inhibition, % at 10 µM; Recombinant CDK5/p35, ADP-Glo luminescence, 60 min;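 active means highest replicate inhibition of at least 50% and at least 75% of replicates reaching 50%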;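 further: plate controls were DMSO neutral control for no effect and GW8510 at 10 µM for full effect; many of its hits are not listed in these tables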
SR-BI DiI inh: inhibitors of SR-BI mediated HDL lipid uptake, primary screen, ldlA[mSR-BI] cells, fluorescence, single point. inhibition, % at 12.5 µM. 0.96% of 320,000 active. Scavenger receptor class B member 1 (Mus musculus), Q61009. ldlA[mSR-BI] CHO cells, DiI-HDL uptake fluorescence, 3 h;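 active means mean replicate inhibition of at least 70% and a set share of replicates each scoring 70 or more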;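 further: 0% = median of neutral control wells and 100% = median of positive control wells; values of inactives mirror those of a sister screen read the other way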
PKA-R2B act: activators of PKA-R2B holoenzyme, primary screen, biochemical, fluorescence polarization, Cy5-IP20, human; 0.079% of 340,000 active; PKA-R2B holoenzyme dissociation; R2B truncated from residue 108, S112A mutant; 0% DMSO only, 100% 113 µM cGMP; cAMP-dependent protein kinase catalytic subunit beta (Homo sapiens) + cAMP-dependent …; activation, % at 11.4 µM;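 active means activation above a cutoff set at the mean over all compounds plus 3 SD, cut at about 18% in these data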;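 further: higher means more holoenzyme dissociation and a rise in polarization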
Mot1-301 SUMO: yeast Mot1-301 growth rescue at high temperature, primary screen, SUMOylation pathway inhibitor project, S. cerevisiae, ATP luminescence, 38.5C; S. cerevisiae Mot1-301 growth rescue; percent above DMSO median, 100 means doubled; growth rescue, % at 18.8 µM; AID 2716, 2010; 1% of 320,000 active;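 active means every valid replicate shows activation above 250% relative to neutral control wells; inactive means the rest, any valid replicate at or below 250%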;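 further: OY570 slx delta 5 strain wells were the positive control but not used for scaling; some compounds called inactive have numbers as strong as hits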
dFosB activator: activators of delta FosB homodimer, primary screen, biochemical, fluorescence polarization, TAMRA-CDK5 oligo, single point; purified delta FosB; percent of positive-control signal above neutral wells; activation, % at 25 µM; 0.99% of 340,000 active; AID 493131, 2011;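 active means mean activation above about 17%, with every replicate also reaching it, limit read from the data, passing the limit was not always enough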;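 further: fluorescence polarization rise as delta FosB binds a TAMRA Cdk5 AP-1 oligo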
PKA-R1A act: activators of PKA-R1A holoenzyme, primary screen, biochemical, fluorescence polarization, Cy5-IP20, bovine R1A, mouse PKAc; cAMP-dependent protein kinase type I-alpha regulatory subunit (Bos taurus) + …; PKA-R1A dissociation; scaled: DMSO 0%, 113 µM cGMP 100%; activation, % at 11.4 µM; 0.083% of 340,000 active;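 active means percent activation above the mean of all tested compounds plus 3 SD, cut at about 19% in these data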;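 further: higher means more PKAc released from R1A so a rise in polarization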
Active calls of the source: *; / = no result given.

MITF act	Pemphigus Ab inh	Arrestin-AP2 inh	SR-BI DiI-HDL act	NSD2 inh	CDK5 inh	SR-BI DiI inh	PKA-R2B act	Mot1-301 SUMO	dFosB activator	PKA-R1A act	SMILES
56	/	14	-7	10	-1.7	7	-6	9	-5	0	S=c1nc(-c2ccccc2)oc2c1CCCC2
-9	97	29	0	10	2.5	0	-6	16	8	-1	c1ccc(-c2nnc3n2NC(c2ccc4c(c2)OCO4)S3)cc1 (stereo not drawn)
0	/	7	-74	-3	0.5	74*	-11	227	-11	5	CCN(CC)S(=O)(=O)c1cc(C(=O)NC2=NCCS2)ccc1Cl
11	100	-1	18	-3	-5.0	-18	7	/	2	4	Nc1nnc(SCC(=O)NNC(=O)c2ccccc2F)s1
4	105	14	14	-4	0.0	-14	10	4	-6	1	O=C(c1ccsc1)N1CCCC(N2CCOCC2)C1 (stereo not drawn)
-3	105	-8	4	/	0.1	-4	-5	-8	2	-6	O=C(c1ccccc1)C(c1ccccc1)c1ccccc1
19	92	11	2	5	0.8	-2	2	-12	-7	8	COC(=O)CN(C)C(=O)c1ccc(OC)c(OC2CCN(C(C)C)CC2)c1
-2	98	27	-34	-4	-0.6	34	0	-4	5	-20	COc1cc(OC)cc(C(=O)Nc2ccccc2N2CCOCC2)c1
-3	98	-7	24	-2	-1.0	-24	-10	-8	2	7	CCc1ccccc1N(CC(=O)NC(C)c1ccccc1)S(C)(=O)=O (stereo not drawn)
/	100	-2	6	-3	1.8	-6	/	20	0	/	O=C(Cn1nnc(N2CCCCC2)n1)c1ccc(Cl)c(Cl)c1
2	95	12	/	4	1.0	/	-11	10	-4	-5	COc1cccc(CN2CCN(Cc3cc4ccccc4o3)CC2CCO)c1 (stereo not drawn)
-5	99	4	15	-1	1.4	-15	-3	-21	11	-8	CCC(C)(C)n1nnnc1CN(Cc1ccc(Cl)cc1)Cc1ccco1
3	73	80*	11	2	-3.5	-11	12	-1	-12	2	COc1ccc(OC)c(NC(=O)COC(=O)c2cc3c(s2)CCC3)c1
2	108	1	-7	4	1.0	7	1	123	1	-12	O=C(OC(C(=O)NC1CCCC1)c1ccccn1)c1cccs1 (stereo not drawn)
-12	96	14	-2	0	1.5	2	-8	3	-5	10	COc1ccc(N2C(N)=C(C#N)C(c3ccsc3)C3=C2CCCC3=O)c(OC)c1 (stereo not drawn)
2	101	-9	3	3	-1.3	-3	1	1	1	-2	CC12CCC(=O)N1C(C(=O)NCc1ccc(Cl)cc1Cl)CS2 (stereo not drawn)
-1	101	-6	3	-4	0.4	-3	1	24	-3	2	CCOc1cc(S(=O)(=O)N2CCCCCC2)ccc1F
3	98	6	-7	/	-1.1	7	8	3	-7	-5	Cn1c(CC(=O)NC(C)(C)CO)c(Sc2ccccc2)c2ccccc21
2	94	-9	13	-2	0.1	-13	-2	/	3	1	CC(=O)N1CCN(C(=S)Nc2cc(S(=O)(=O)N3CCOCC3)ccc2Cl)CC1
/	92	24	-2	-1	1.2	2	-7	-9	-2	-4	CCn1cc(C(=O)N[C@@H](CCSC)C(=O)NCCO)c(=O)c2cc3c(cc21)OCO3
0	101	-16	-6	6	1.5	6	6	1	-11	2	COc1ccc(N2CC(C(=O)N3CCCC(C)C3)CC2=O)cc1 (stereo not drawn)
-5	109	2	-28	0	1.7	28	-4	-13	-1	-5	Cc1ccc(-c2csc(NC(=O)C3=NN(c4ccccc4)C(=O)CC3)n2)cc1
/	108	-3	7	/	0.7	-7	2	14	41*	6	COc1cc2c(cc1OC)C(C)N(C(=O)c1cc3c(=O)oc4ccc(C)cc4c3s1)CC2 (stereo not drawn)
90*	91	16	2	-2	-1.1	-2	-4	29	-3	-7	Cn1c(SCc2c(F)cccc2Cl)nnc1-c1cnccn1
-12	91	32	1	-2	1.3	-1	-3	-3	-5	8	CCOC(=O)c1c(NC(=O)COC(=O)c2nccnc2N)sc(C(=O)N(C)C)c1C
-7	104	-3	19	-2	2.3	-19	-1	2	-6	0	O=C(CCn1c(=O)oc2ccccc21)N(Cc1ccccc1)c1ccccn1
4	105	0	-9	17	4.6	9	-6	-10	5	-12	CCOC(=O)c1c(NC(=O)C[n+]2ccccc2)sc2c1CCCC2
-7	102	-4	-20	-6	-0.2	20	6	4	-18	7	O=C(c1cc2nc(-c3ccccc3)cc(-c3ccccc3)n2n1)N1CCN(C(=O)c2ccco2)CC1
6	114	56*	6	-2	-1.5	-6	-4	3	-1	-7	Cc1ccc2nc(SCC(=O)Nc3ccc(Br)cc3)nc(=O)n2c1
-3	104	-2	-6	0	-13	6	6	-15	-8	-4	Cc1ccccc1Cn1c(Cc2ccccc2)nc2ccccc21
-7	105	-5	15	8	2.4	-15	-4	/	5	-12	Cc1sc2nc(CSCC(=O)N3CC(C)OC(C)C3)[nH]c(=O)c2c1C (stereo not drawn)
2	/	-13	-10	-1	-0.9	10	3	21	-5	6	COc1cccc(CNC(=O)CN2C(=O)CC(c3ccccc3)=Nc3ccccc32)c1
-20	/	-1	21	/	0.0	-21	5	/	6	-10	CCCCC(CC)CN1CN(CC(CC)CCCC)CC(C)(N)C1 (stereo not drawn)
-10	95	-9	-28	11	-0.2	28	0	2	0	-1	CC(CSc1nc2ccccc2s1)Cn1c(N2CCCC2)nc2c1c(=O)[nH]c(=O)n2C (stereo not drawn)
18	102	-6	-23	1	0.9	23	-4	20	2	2	O=C(CCn1c(=S)oc2ccccc21)Nc1ccc2c(c1)OCCO2
5	98	3	1	1	-0.6	-1	18	14	-2	-2	O=C(Cn1cccc1C(=O)c1ccccc1)NCc1ccccn1
2	110	24	4	-1	-0.6	-4	13	6	4	-10	Cc1ccc(CNC(=O)C2CCCN2S(=O)(=O)c2ccc(F)cc2)cc1 (stereo not drawn)
-7	101	-1	/	/	-1.2	/	4	-4	-6	3	CC(=O)N1CCc2cc(S(=O)(=O)Nc3ccccc3N3CCN(C)CC3)ccc21
/	95	22	3	-3	0.1	-3	4	466	-13	4	COc1cc(C(F)(F)F)c(C(=O)N(C)Cc2ccc(Cl)c(Cl)c2)cn1
11	101	-2	2	-2	-1.0	-2	9	18	1	-4	CCOC(=O)c1oc2ccccc2c1NC(=O)c1cccs1
5	114	24	-8	-1	0.7	8	15	15	-8	-15	COc1ccc(C(=O)NC2CCN(S(=O)(=O)c3ccccc3)CC2)cc1
62	112	22	-33	/	-1.1	33	-4	-12	-8	4	O=C(Nc1nc2ccccc2s1)c1ccc(Cl)s1
/	112	11	-27	3	-1.1	27	-4	-1	-2	-1	CN1Cc2c(N3CCOCC3)nc3sc(C(=O)c4ccccc4)c(N)c3c2CC1(C)C
0	102	-3	-65	-2	-6.8	65	-10	-6	-7	-18	CCOc1cc(/C=N/NC(=O)c2nn(C)cc2Br)ccc1OCc1ccccc1Cl
-11	102	11	11	/	2.8	-11	-6	-12	4	-8	COC(=O)c1ccc(CNC(=O)Cn2cnc3c(SC)nc(N)nc32)cc1
5	112	25	-8	4	0.8	8	-12	-1	-22	-2	Cc1c(CC(=O)O)c(=O)oc2c(C)c3occ(-c4ccc(Br)cc4)c3cc12
19	/	-5	/	-8	-0.5	/	0	-26	60*	2	O=C(CSc1nnc(NC(=O)c2cccc(F)c2)s1)NC1CCCC1
1	98	16	23	-1	-0.4	-23	-10	-8	4	2	O=C(Nc1ccccc1C(=O)NC(Cc1ccccc1)C(=O)O)c1ccccc1 (stereo not drawn)
4	99	-5	/	-3	-0.6	/	0	1	-1	-4	COc1ccc(/C=C\c2onc(C)c2S(=O)(=O)N2CCC(C(=O)NCc3ccco3)CC2)cc1
-6	110	5	-12	34	1.0	12	-4	14	-1	-2	Cc1nc2ccccc2cc1C(=O)N/N=C/c1ccccc1[N+](=O)[O-]

Single values from the entries so far.
SR-BI DiI inh with O=C(Nc1nc2ccccc2s1)c1ccc(Cl)s1 = 33
CDK5 inh with COc1ccc(/C=C\c2onc(C)c2S(=O)(=O)N2CCC(C(=O)NCc3ccco3)CC2)cc1 = -0.6
PKA-R1A act with COC(=O)c1ccc(CNC(=O)Cn2cnc3c(SC)nc(N)nc32)cc1 = -8

The results go on:
MITF act	Pemphigus Ab inh	Arrestin-AP2 inh	SR-BI DiI-HDL act	NSD2 inh	CDK5 inh	SR-BI DiI inh	PKA-R2B act	Mot1-301 SUMO	dFosB activator	PKA-R1A act	SMILES
/	105	-4	-43	-3	-1.0	43	-8	-25	-2	2	CCOC(=O)c1c(NC(=O)c2c(Br)cnn2CC)sc(C)c1C
0	97	-3	-5	-30	1.0	5	-5	-16	7	4	CC(CNC(=O)c1ccc(Br)o1)NC(=O)c1ccc(Br)o1 (stereo not drawn)
-4	108	-3	7	-1	-3.6	-7	-14	-2	-9	-6	Cc1ccc(C)c(NC(=O)CN(C)C(=O)c2cc3ccccc3o2)c1
0	101	-6	7	1	-3.5	-7	6	-13	-8	-15	COc1cc(/C=C/C(=O)NCC(=O)N2CCC(N(C)CCN3CCOCC3)CC2)ccc1OC(C)C
9	95	4	-3	0	-0.1	3	-13	-10	-6	5	CCc1ccc(NC(=O)CSc2nnc(COc3ccc4c(c3)CCCC4)o2)cc1
8	105	26	19	/	5.8	-19	-5	/	0	-5	C=CCN1C=C(C(=O)c2ccccc2)C(=O)CC1

Assay outcomes: PubChem BioAssay, several laboratories
